MC4R antag cAMP = MC4R antagonists of cAMP signaling, primary screen, cell-based, TR-FRET, antagonist arm of biased-ligand search. MC4R-expressing cells, MTII-stimulated cAMP, LANCE TR-FRET. inhibition, % at 6.5 µM. 0.48% of 360,000 active;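 active means inhibition above its plate's cutoff, the mean of tested wells on that plate plus 3 SD, cut at about 29% in these data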;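 further: 0% = Melanotan II alone and 100% = Melanotan II plus saturating MCL0020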
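Assay system: U2OS cells stably expressing human melanocortin 4 receptor (MC4R) / Dosing: 6.5 µM / Timing: compound 30 min, challenge 1 h, detection 1 h / Measured by: Eu-cAMP/anti-cAMP TR-FRET, emission 671 nm / Replicates: singlicate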
MC4R ag barr = MC4R agonists recruiting beta-arrestin, primary screen, cell-based, luminescence, agonist arm of biased-ligand search; U2OS MC4R beta-arrestin complementation; percent of melanotan II response, DMSO zero; activation, % at 8.9 µM; 0.98% of 360,000 active;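 active means activation above a per-plate cutoff, the mean activation of sample wells on that plate plus 3 SD, cut at about 8% in these data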
Glyco luc inh = increase of ERlucT glycosylation luciferase signal, primary screen, N-linked glycosylation inhibitor project, D54 ERlucT cells, luminescence, set 2 | D54 ERlucT glycosylation luciferase reporter, 24 h; percent of 100 nM tunicamycin response | reporter increase, % at 12.5 µM | 0.23% of 360,000 active;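 active means mean luciferase reporter signal, scaled so untreated is 0 and the glycosylation-blocking control 100, at or above a set limit in every replicate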;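 further: luciferase carries N-glycosylation sites so blocking glycosylation raises the light; 0% = median of neutral control wells and 100% = median of 100 nM tunicamycin wells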
ABCB6 inh MLPCN = ABCB6 transporter inhibitors, primary screen, K562-ABCB6 cells, flow cytometry, MLPCN library. K562-ABCB6 porphyrin accumulation, 1 h; hits give low values. fluorescence ratio to DMSO, % at 10 µM. 0.19% of 360,000 active. AID 602162, 2011;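 active means fluorescence ratio to DMSO below 75%, the collection mean minus 3 SD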;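 further: signal is porphyrin accumulated inside mitochondria; 100% equals median channel fluorescence of DMSO control wells; lower ratio means ABCB6 inhibition with less porphyrin fluorescence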
Target sequence (Q9NP58 whole entry, looked up): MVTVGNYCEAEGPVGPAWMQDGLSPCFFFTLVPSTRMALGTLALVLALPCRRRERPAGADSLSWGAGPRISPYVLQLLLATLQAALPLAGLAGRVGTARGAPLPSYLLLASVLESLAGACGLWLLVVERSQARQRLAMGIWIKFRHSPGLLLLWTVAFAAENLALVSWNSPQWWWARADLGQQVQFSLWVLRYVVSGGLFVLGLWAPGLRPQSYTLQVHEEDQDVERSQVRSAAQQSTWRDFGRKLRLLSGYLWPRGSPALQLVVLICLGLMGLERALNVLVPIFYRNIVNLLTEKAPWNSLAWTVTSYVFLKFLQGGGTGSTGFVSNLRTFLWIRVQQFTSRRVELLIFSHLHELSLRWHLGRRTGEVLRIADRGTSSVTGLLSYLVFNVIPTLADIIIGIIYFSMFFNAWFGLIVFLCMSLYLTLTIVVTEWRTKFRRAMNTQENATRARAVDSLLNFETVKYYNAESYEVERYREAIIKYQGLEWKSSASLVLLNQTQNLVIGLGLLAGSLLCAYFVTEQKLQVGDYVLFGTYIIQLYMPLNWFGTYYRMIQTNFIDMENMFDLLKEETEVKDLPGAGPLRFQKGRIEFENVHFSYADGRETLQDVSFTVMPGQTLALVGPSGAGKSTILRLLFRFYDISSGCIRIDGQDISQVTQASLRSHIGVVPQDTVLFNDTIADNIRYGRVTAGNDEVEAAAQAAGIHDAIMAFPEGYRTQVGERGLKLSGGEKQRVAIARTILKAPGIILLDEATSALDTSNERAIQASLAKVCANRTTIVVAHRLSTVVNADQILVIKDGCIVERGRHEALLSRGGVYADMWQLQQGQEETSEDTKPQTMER
HTR2A ag = mouse Htr2a agonists via beta-arrestin recruitment, primary screen, cell-based, luminescence. 5-hydroxytryptamine receptor 2A (Mus musculus), P35363. CHO-K1 mHTR2A beta-arrestin complementation; percent of 30 µM serotonin response. activation, % at 7.6 µM. 0.66% of 360,000 active. AID 624169, 2012;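 active means activation above a run cutoff, the mean activation of all tested compounds plus 3 SD, cut at about 14% in these data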;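 further: 0% = plate median of compound wells and 100% = 30 µM serotonin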
ABHD5-PLIN5 inh = ABHD5-PLIN5 interaction inhibitors, primary screen, cell lysate, split luciferase complementation, luminescence; Split G. princeps luciferase complementation, 4 h; inhibition, % at 4 µM; 0.78% of 360,000 active; AID 602281, 2012;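 active means inhibition above the mean inhibition across every tested compound plus 3 SD, cut at about 22% in these data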;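 further: 0% = DMSO only wells and the 100% control is not disclosed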
PDI inh = inhibitors of human PDI, primary screen, biochemical, turbidity, single point, plate reader; Protein disulfide-isomerase (Homo sapiens), P07237; PDI insulin aggregation turbidity, A650, 90 min; inhibition, % at 10 µM; 0.052% of 350,000 active; AID 588391, 2011;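 active means mean inhibition across replicates of 30% or more, whatever share of single replicates reach that level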;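 further: absorbance from insulin aggregation driven by PDI reduction with DTT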
CaV13 FRET inh = Disruptors of the CACNA1D IQ motif to Ca2+-dependent inactivation inhibitor domain association, primary screening, Förster resonance energy transfer in intact living …; HEK cells, CFP/YFP FRET ICDI-IQ, plate reader, 10 min; percent FRET-ratio fall versus neutral wells; inhibition, % at 12.3 µM; 0.098% of 340,000 active; AID 743397;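 active means mean replicate inhibition of at least 30% and at least 1% of replicates passing that level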;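 further: 0% = median of the neutral control wells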
Cardio protect = cardioprotection against H2O2-induced cell death, primary screen, uHTS, H9c2 cells, ATPLite luminescence; protection from H2O2 cell death, % at 20 µM; 0.63% of 360,000 active; H9c2 cardiomyocytes, H2O2 injury protection, 2 h;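 active means compounds giving at least 50% protection of heart cells from peroxide-induced death in the single-dose screen, raw or plate-pattern-corrected value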;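 further: 0% = DMSO wells with peroxide and 100% = DMSO wells without peroxide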
Granule exo inh = LAMP-1 surface exposure blockers, TALL-104 cells – cell-based, flow cytometry, MLPCN library, primary screen; TALL-104 LAMP-1 surface exposure; cells stimulated with thapsigargin and PMA; inhibition, % at 10 µM; 0.66% of 360,000 active;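 active means inhibition above about 55%, limit read from the data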
Starred values were filed as active, the others as inactive; nt = not tested or not shown.

SMILES | MC4R antag cAMP | MC4R ag barr | Glyco luc inh | ABCB6 inh MLPCN | HTR2A ag | ABHD5-PLIN5 inh | PDI inh | CaV13 FRET inh | Cardio protect | Granule exo inh
COc1ccc(-n2cc(-c3ccccc3)c3c(N4CC(C)OC(C)C4)ncnc32)cc1 (stereo unspecified) | 16 | 4.0 | -2 | 91 | 3 | -7 | 10 | -5 | 29 | -3
O=C(c1ccc([N+](=O)[O-])cc1)N1CCN(Cc2ccccc2[N+](=O)[O-])CC1 | -4 | -1.2 | -3 | 102 | -3 | 1 | -12 | -3 | 9 | 0
Cc1cccc(C)c1NC(=O)CN(Cc1ccccc1)Cc1ccccc1 | nt | nt | -1 | 97 | -2 | 6 | nt | -3 | -4 | -1
CN(C)c1cccc2cccc(N(C)C)c12 | 2 | 0.8 | 4 | 105 | 4 | -22 | 1 | -3 | 5 | -2
Cc1ccc(NS(=O)(=O)c2c(C(=O)N3CCCC3)c(C)n(C)c2C)cc1 | -3 | -0.6 | 4 | 96 | 3 | 2 | -6 | -6 | -1 | 0
CCOC(=O)Cn1nnc(-c2ccc(S(C)(=O)=O)cc2)n1 | 4 | -1.1 | -2 | 103 | 4 | 8 | 24 | -5 | 24 | 1
O=C(Cn1cnc2c(NCc3ccccc3)ncnc21)NCc1ccc2c(c1)OCO2 | -2 | -1.2 | 4 | 93 | 4 | -4 | 0 | -6 | 5 | 0
Cc1ccc(S(=O)(=O)N(C)c2ccc(C(=O)N(C)Cc3nc4ccccc4c(=O)[nH]3)cc2)cc1 | 10 | -1.1 | 1 | 100 | 4 | 1 | -4 | -4 | 5 | 8
CC(=O)N1N=C(c2cccc([N+](=O)[O-])c2)OC1c1ccc(Br)cc1 (stereo unspecified) | -2 | 0.5 | -1 | 98 | 6 | 4 | 10 | -5 | -6 | -3
CC(=O)c1ccc(N2CCN(C(=O)c3ccccc3SCC(=O)NCc3ccco3)CC2)c(F)c1 | 0 | -1.1 | 0 | 92 | 2 | -3 | -4 | -2 | -1 | 1
Cc1cc(Nc2ccc(Cl)cc2)nc(NCc2ccccc2)n1 | 6 | 5.5 | -6 | 94 | -9 | 18 | 4 | -6 | -21 | 14
CCc1ccc(NC(=O)C[n+]2cc(-c3ccc(C)cc3)n3c2CCC3)cc1 | -1 | -0.2 | 2 | 99 | -6 | 4 | 7 | -4 | 4 | -1
NS(=O)(=O)c1cc(C(=O)OCC(=O)NNC(=O)c2ccccc2)ccc1Cl | -4 | -2.5 | 2 | 91 | 4 | -4 | 10 | -4 | 5 | 9
Cc1ccc(C)c(OCCCNC2CCCC2)c1C | 3 | 1.1 | -3 | 95 | -5 | 8 | -1 | -5 | 2 | 0
COC(=O)c1ccccc1NC(=O)CNc1ccc(F)c(S(=O)(=O)N2CCOCC2)c1 | 5 | 0.4 | -1 | 86 | 5 | 1 | 2 | -16 | -2 | 21
CC(C)/C=C/C(=O)N1CCC(N2CCC(C(=O)NCc3ccccn3)CC2)CC1 | 7 | 1.4 | 4 | 101 | 9 | 0 | 14 | -2 | 2 | -11
CSC[C@H]1CN(Cc2cccnc2)C(=O)[C@@H]1CC(=O)Nc1ccc(Br)cc1 | 7 | -0.2 | 2 | 95 | -4 | -1 | 3 | -10 | -3 | -1
Nc1nc(NCCOCCO)nc(N2CCCCCC2)c1[N+](=O)[O-] | 5 | -1.0 | 1 | 97 | -5 | 5 | 5 | -18 | -4 | -9
CCCCN(CCCC)S(=O)(=O)c1ccc2oc(C(=O)N3CCOCC3)c(C)c2c1 | 13 | 2.0 | -2 | 94 | -4 | -3 | 2 | -4 | -13 | -2
CCCCn1c(N)c(N(CCOC)C(=O)c2nn(CC)c(=O)c3ccccc23)c(=O)[nH]c1=O | -7 | 3.5 | 0 | 95 | 0 | 7 | 12 | -5 | 2 | 2
COc1ccc([N+](=O)[O-])c(O)c1C(C)=O | -2 | -1.4 | 0 | 94 | -1 | -5 | 16 | -3 | 7 | -10
CCc1nc2oc3ccccc3c(=O)c2c(=O)n1-c1ccc(C)cc1 | -4 | 0.2 | -2 | 105 | 2 | -2 | -4 | -2 | -1 | -4
CCOC(=O)N1CCN(c2nc(SC)nc3sc4c(c23)CC(C)(C)OC4)CC1 | 3 | -0.4 | -2 | nt | -3 | -2 | 7 | -4 | 14 | 3
O=C(c1ccc(S(=O)(=O)Nc2cccc(C(F)(F)F)c2)cc1)N1CCOCC1 | 6 | -2.4 | 3 | 97 | 2 | -6 | 5 | nt | -4 | -2
CC1(C)CC2CC(C)(CN2C(=O)COC(=O)Cn2[nH]c(=O)c3ccccc3c2=O)C1 (stereo unspecified) | 9 | -0.1 | -1 | 92 | 4 | -2 | 2 | -5 | 52* | 0
Cc1ccc2c(c1)c(/C=C/c1cc[n+](C)cc1)c(C)n2C | -31 | 1.0 | 3 | nt | 3 | -2 | 0 | -43 | -18 | -17
Cn1cccc1C(=O)N1CCN(c2cccc(C(F)(F)F)c2)CC1 | 10 | 1.3 | -3 | 89 | -2 | -6 | 1 | -3 | 0 | -3
CCOC(=O)C(NC(=O)Nc1ccc(O)cc1)(c1ccccc1)C(F)(F)F (stereo unspecified) | 6 | -1.0 | 5 | 96 | 2 | 7 | -6 | -15 | 5 | -1
CC1(C)C(=O)Nc2ccccc2N1C(=O)COC(=O)Cc1ccc(Cl)c(Cl)c1 | 5 | 2.2 | 1 | 92 | -4 | 3 | 5 | -2 | -5 | -1
O=C(N/N=C/c1ccc[nH]1)c1cccc([N+](=O)[O-])c1 | 5 | 0.1 | 0 | 95 | -3 | 3 | -4 | -3 | 20 | -3

Retrieved by structure from above, four records:
SMILES | MC4R antag cAMP | MC4R ag barr | Glyco luc inh | ABCB6 inh MLPCN | HTR2A ag | ABHD5-PLIN5 inh | PDI inh | CaV13 FRET inh | Cardio protect | Granule exo inh
Cn1cccc1C(=O)N1CCN(c2cccc(C(F)(F)F)c2)CC1 | 10 | 1.3 | -3 | 89 | -2 | -6 | 1 | -3 | 0 | -3
Nc1nc(NCCOCCO)nc(N2CCCCCC2)c1[N+](=O)[O-] | 5 | -1.0 | 1 | 97 | -5 | 5 | 5 | -18 | -4 | -9
COc1ccc([N+](=O)[O-])c(O)c1C(C)=O | -2 | -1.4 | 0 | 94 | -1 | -5 | 16 | -3 | 7 | -10
CC1(C)CC2CC(C)(CN2C(=O)COC(=O)Cn2[nH]c(=O)c3ccccc3c2=O)C1 (stereo unspecified) | 9 | -0.1 | -1 | 92 | 4 | -2 | 2 | -5 | 52* | 0

Next records follow:
SMILES | MC4R antag cAMP | MC4R ag barr | Glyco luc inh | ABCB6 inh MLPCN | HTR2A ag | ABHD5-PLIN5 inh | PDI inh | CaV13 FRET inh | Cardio protect | Granule exo inh
CCOc1ccc(S(=O)(=O)NC(C)C(=O)NCc2ccccn2)cc1 (stereo unspecified) | -3 | 1.0 | 0 | 170 | 5 | -2 | 10 | -3 | -2 | -3
CN(C(=O)COc1ccccc1C(=O)NCc1ccccc1)C1CCS(=O)(=O)C1 (stereo unspecified) | 7 | 2.7 | -1 | 100 | 2 | 13 | -12 | -5 | 4 | 4
COCCSc1ccccc1C(=O)Nc1nnc(C)s1 | 13 | 1.6 | 2 | 103 | 0 | 9 | -3 | nt | 0 | -3
CCOC(=O)C1CCCN(C(=O)c2cc(C(C)(C)C)nn2C)CC1 (stereo unspecified) | 9 | -3.4 | -1 | 100 | 1 | 0 | -1 | -5 | -9 | -16
COCCNc1nc(Oc2ccc(C(N)=O)cc2)c2sccc2n1 | 0 | -2.0 | 0 | 99 | 5 | 5 | 8 | -4 | -1 | -8
C[N+](C)(C)C/C=C1/COCO1 | 0 | -1.0 | 0 | 103 | 1 | 1 | 1 | -7 | 8 | -1
COc1ccc(OC)c(NC(=O)CN(c2ccc(C(C)C)cc2)S(=O)(=O)c2c(C)noc2C)c1 | 10 | 1.1 | -1 | 102 | 0 | -10 | 9 | 0 | -3 | 0
COc1ccc(C(=O)N2CCN(c3cnn(-c4ccccc4)c(=O)c3Cl)CC2)cc1 | 1 | -1.5 | -3 | 100 | 5 | 2 | -3 | -7 | -4 | -2
COc1ccc(NC(=O)CSc2nnc(-c3ccccn3)n2N)c(OC)c1 | -2 | 1.4 | 3 | 73* | 1 | 0 | -5 | -4 | -3 | 3
CC(NC(=O)c1ccco1)C(=O)N1CCN(S(=O)(=O)c2ccccc2C#N)CC1 (stereo unspecified) | 7 | -0.5 | 0 | 96 | -6 | -21 | 2 | -6 | 8 | -5
CC(=O)c1ccc(OC(C)C)c(CSC(=N)N)c1 | 5 | 2.0 | 3 | 103 | -6 | -6 | -2 | -2 | -5 | 3
COc1ccccc1NC(=O)CNC(=O)Cn1cnc2sc(C)c(C)c2c1=O | 6 | -0.1 | 4 | 100 | -4 | 3 | 5 | -14 | -2 | -1
COc1ccc(C(=O)N/C(=C/c2cccs2)c2nc3ccccc3[nH]2)cc1OC | -6 | -1.1 | 5 | 90 | -4 | 2 | -5 | -16 | 17 | -5
Cn1cccc1C1Nc2ccccc2NC2=C1C(=O)CC(C)(C)C2 (stereo unspecified) | -4 | -1.8 | 3 | 150 | 2 | -7 | 13 | nt | 19 | 7
CCCCCCCCN1C(=O)[C@H](CC(=O)NCCCC)C[C@@]2(C(=O)OC)CC(C)(C)CC=C12 | nt | nt | nt | nt | -7 | 16 | nt | -7 | nt | 5
Clc1cccc(Oc2cnns2)c1Cl | -6 | 0.5 | 0 | 93 | 2 | -3 | -3 | -2 | 1 | 4
CS(=O)(=O)N1CCCC(C(=O)NCCCN2CCOCC2)C1 (stereo unspecified) | 21 | 1.7 | 1 | 101 | 7 | -4 | 4 | -9 | -1 | 1
CCOC(=O)Cn1nnnc1CN(CCc1ccccc1)Cc1cc2cc(CC)ccc2[nH]c1=O | -1 | 1.0 | 0 | 102 | 2 | -2 | -1 | -3 | 7 | 1
Cc1ccc[n+](CC(=O)Nc2cccc(Cl)c2)c1 | 0 | 1.6 | 0 | 100 | 1 | -5 | 0 | -3 | 1 | -8
Cc1ccc(S(=O)(=O)c2ccccc2)cc1S(=O)(=O)N1CCOCC1 | 4 | 0.1 | 0 | 102 | 0 | 0 | 6 | -5 | -5 | 2
CC1=CC(=O)C2(C)C(C)=C(C)C12C (stereo unspecified) | -1 | -0.9 | -1 | 98 | -1 | -3 | -5 | -7 | 0 | 1
CN(C(=O)COC(=O)CN1C(=O)C2CC=CCC2C1=O)c1ccccc1 (stereo unspecified) | 12 | -0.5 | 2 | 97 | 11 | -12 | 6 | -4 | 3 | -1

No enrichment for hits; overall some 4.2% were active at least once.
